MC4R barr agon – MC4R agonists recruiting beta-arrestin, primary screen, cell-based, luminescence, agonist arm of biased-ligand search; Melanocortin receptor 4 (Homo sapiens), P32245; U2OS MC4R beta-arrestin complementation; percent of melanotan II response, DMSO zero; activation, % at 8.9 µM; 360,000 compounds, 0.98% hits;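 active = activation above a per-plate cutoff, the mean activation of sample wells on that plate plus 3 SD, cut at about 8% in these data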
Target sequence (P32245 whole entry, looked up): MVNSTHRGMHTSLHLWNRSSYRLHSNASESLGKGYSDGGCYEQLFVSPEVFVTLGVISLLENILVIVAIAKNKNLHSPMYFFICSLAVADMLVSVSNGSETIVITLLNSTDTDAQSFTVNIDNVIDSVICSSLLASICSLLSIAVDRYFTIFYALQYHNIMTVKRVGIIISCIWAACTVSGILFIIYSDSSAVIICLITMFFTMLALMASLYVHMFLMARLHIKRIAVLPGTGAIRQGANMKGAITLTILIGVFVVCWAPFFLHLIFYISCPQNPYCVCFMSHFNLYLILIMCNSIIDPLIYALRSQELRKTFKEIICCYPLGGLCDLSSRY
H9c2 protect – cardioprotection against H2O2-induced cell death, primary screen, uHTS, H9c2 cells, ATPLite luminescence; protection from H2O2 cell death, % at 20 µM; H9c2 cardiomyocytes, H2O2 injury protection, 2 h; 360,000 compounds, 0.63% hits; AID 588492, 2011;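 active = compounds giving at least 50% protection of heart cells from peroxide-induced death in the single-dose screen, raw or plate-pattern-corrected value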;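 also: 0% = DMSO wells with peroxide and 100% = DMSO wells without peroxide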
HTR2A ag – mouse Htr2a agonists via beta-arrestin recruitment, primary screen, cell-based, luminescence. 5-hydroxytryptamine receptor 2A (Mus musculus), P35363. CHO-K1 mHTR2A beta-arrestin complementation; percent of 30 µM serotonin response. activation, % at 7.6 µM. 360,000 compounds, 0.66% hits;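 active = activation above a run cutoff, the mean activation of all tested compounds plus 3 SD, cut at about 14% in these data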;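 also: 0% = plate median of compound wells and 100% = 30 µM serotonin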
Target sequence (P35363 whole entry, looked up): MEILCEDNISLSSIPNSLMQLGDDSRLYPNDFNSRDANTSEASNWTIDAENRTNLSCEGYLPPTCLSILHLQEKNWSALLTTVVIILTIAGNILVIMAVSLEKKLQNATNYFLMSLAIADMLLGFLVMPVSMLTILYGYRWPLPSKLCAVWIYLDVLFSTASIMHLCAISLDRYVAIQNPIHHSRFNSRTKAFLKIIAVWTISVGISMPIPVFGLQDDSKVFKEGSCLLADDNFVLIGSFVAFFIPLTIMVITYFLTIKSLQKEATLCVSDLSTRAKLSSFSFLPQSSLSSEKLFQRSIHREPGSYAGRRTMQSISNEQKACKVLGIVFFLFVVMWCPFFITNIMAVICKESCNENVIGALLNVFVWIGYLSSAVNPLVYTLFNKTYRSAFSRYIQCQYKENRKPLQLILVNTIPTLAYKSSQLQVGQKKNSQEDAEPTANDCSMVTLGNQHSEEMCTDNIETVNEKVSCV
N-glyco inh – increase of ERlucT glycosylation luciferase signal, primary screen, N-linked glycosylation inhibitor project, D54 ERlucT cells, luminescence, set 2 | 360,000 compounds, 0.23% hits | reporter increase, % at 12.5 µM | D54 ERlucT glycosylation luciferase reporter, 24 h; percent of 100 nM tunicamycin response;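 active = mean luciferase reporter signal, scaled so untreated is 0 and the glycosylation-blocking control 100, at or above a set limit in every replicate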;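 also: luciferase carries N-glycosylation sites so blocking glycosylation raises the light; 0% = median of neutral control wells and 100% = median of 100 nM tunicamycin wells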
Granule exo inh – LAMP-1 surface exposure blockers, TALL-104 cells – cell-based, flow cytometry, MLPCN library, primary screen; TALL-104 LAMP-1 surface exposure; cells stimulated with thapsigargin and PMA; inhibition, % at 10 µM; 360,000 compounds, 0.66% hits;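 active = inhibition above about 55%, limit read from the data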
MC4R antag cAMP – MC4R antagonists of cAMP signaling, primary screen, cell-based, TR-FRET, antagonist arm of biased-ligand search; Melanocortin receptor 4 (Homo sapiens), P32245; MC4R-expressing cells, MTII-stimulated cAMP, LANCE TR-FRET; inhibition, % at 6.5 µM; 360,000 compounds, 0.48% hits; AID 540295, 2011;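 active = inhibition above its plate's cutoff, the mean of tested wells on that plate plus 3 SD, cut at about 29% in these data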;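 also: 0% = Melanotan II alone and 100% = Melanotan II plus saturating MCL0020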
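System: U2OS-MC4R stable cell line; Technique: Eu-cAMP/anti-cAMP TR-FRET, emission 671 nm; Repeats: single well per compound; Also added: Melanotan II; Dosing: one concentration, 6.5 µM nominal; Schedule: 30-min compound, 1-h challenge, 1-h detection, room temperature.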
aDG glyco act – activators of alpha-DG glycosylation, primary screen, uHTS, Pro5-aDG cells, AlphaScreen; alpha-DG glycosylation AlphaScreen (IIH6); 0% Pro5, 100% B10-LARGE cell signal; 360,000 compounds, 0.22% hits; activation, % at 10 µM;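 active = activation of at least 8% versus controls, or a plate z-score of at least 8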;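 also: Pro5 are CHO cells carrying HIG-tagged alpha-DG that lacks glycosylation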
ABCB6 inh 2 – ABCB6 transporter inhibitors, primary screen, K562-ABCB6 cells, flow cytometry, MLPCN library | K562-ABCB6 porphyrin accumulation, 1 h; active compounds read low | fluorescence ratio to DMSO, % at 10 µM | 360,000 compounds, 0.19% hits;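 active = fluorescence ratio to DMSO below 75%, the collection mean minus 3 SD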;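 also: signal is porphyrin accumulated inside mitochondria; 100% equals median channel fluorescence of DMSO control wells; lower ratio means ABCB6 inhibition with less porphyrin fluorescence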
hiPSC survival – enhancers of single-cell hiPSC survival, primary screen, ATPlite luminescence. survival enhancement, % at 20 µM. 360,000 compounds, 0.044% hits. 100% = ROCK inhibitor wells, 0% = DMSO; in the data active = survival enhancement above about 18%;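 also: cells exposed to compounds for 16 hours before the ATP read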
ABHD5-PLIN5 inh – ABHD5-PLIN5 interaction inhibitors, primary screen, cell lysate, split luciferase complementation, luminescence; 360,000 compounds, 0.78% hits; AID 602281, 2012; Perilipin-5 (Homo sapiens) + 1-acylglycerol-3-phosphate O-acyltransferase ABHD5 (Homo …; Split G. princeps luciferase complementation, 4 h; inhibition, % at 4 µM;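 active = inhibition above the mean inhibition across every tested compound plus 3 SD, cut at about 22% in these data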;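 also: 0% = DMSO only wells and the 100% control is not disclosed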
Starred values were filed as active, the others as inactive; . = no result given.

SMILES	MC4R barr agon	H9c2 protect	HTR2A ag	N-glyco inh	Granule exo inh	MC4R antag cAMP	aDG glyco act	ABCB6 inh 2	hiPSC survival	ABHD5-PLIN5 inh
O=[N+]([O-])c1c(Nc2ccccc2O)cc(Cl)c2nonc12	-5.3	-26	-11	-8	61*	-56	-0.3	89	7.1	63*
Cc1nn(CC(=O)N/N=C/c2ccc(F)cc2)c(C)c1[N+](=O)[O-]	0.4	-4	2	2	2	-9	0.1	93	0.4	0
CN1CCN(C(=O)C2=C[C@@H](c3ccc4c(c3)OCO4)C[C@@H](OCc3ccc(CO)cc3)O2)CC1	0.4	7	-10	-1	0	14	0.0	105	1.2	1
Nc1nnc(SCCOc2ccccc2)s1	0.5	0	-2	2	0	-5	-0.1	92	-2.7	2
CCOc1ccc2[nH]c(O)c(NC(C)=O)c2c1	2.6	5	2	1	0	2	0.5	92	0.1	1
CN(c1ccccc1)S(=O)(=O)c1cccc(NC(=O)CCNC(=O)c2ccccc2)c1	-4.7	-17	-2	-2	10	-1	0.0	88	-0.4	2
CCOc1ccc(N(CC(=O)O)S(=O)(=O)c2ccc(F)cc2)cc1	1.7	-1	3	-2	1	-2	0.2	99	-0.6	1
CCCN(CCC)C(=O)Nc1cc(Cl)ccc1OC	1.6	2	-1	1	1	17	0.0	102	1.4	0
COc1ccc(N(C)S(=O)(=O)c2cccc(C(=O)Nc3ccc4c(c3)OCCO4)c2)cc1	-0.4	20	4	-6	90*	4	0.1	91	-0.5	0
O=C(OCC#CCSc1nc2ccccc2o1)c1ccco1	2.6	2	0	0	-2	11	-0.1	96	0.8	5
Cc1ccc(CCNC(=O)C2CCN(S(=O)(=O)c3ccc4c(c3)oc(=O)n4C)CC2)cc1	1.3	-5	1	-1	-2	-1	-0.1	98	0.2	6
Cc1cc(N2CCN(C)CC2)nc2ccc(NC(=S)N3CCC4(CC3)OCCO4)cc12	2.0	-3	4	2	3	-2	0.1	95	2.7	-9
Cc1ccc(C2CC(C(F)F)n3ncc(C(=O)Nc4c(C)nn(Cc5c(F)cccc5Cl)c4C)c3N2)cc1 (stereo not drawn)	-1.3	-1	-6	0	15	11	-0.1	102	-1.9	4
CCSc1sccc1C1C(C#N)=C(N)N(c2cccnc2)C2=C1C(=O)CC(C)(C)C2 (stereo not drawn)	-0.9	4	1	-2	3	-7	0.2	97	-3.1	1
O=C(/C=C/c1ccc([N+](=O)[O-])cc1)NCCOc1ccc(F)cc1	-1.1	-3	3	0	-5	19	0.6	104	0.4	4
Cc1cccc(OCCOC(=O)Nc2ccccc2)c1	-0.6	-5	-2	1	-10	4	0.0	100	-0.4	-3
Cc1cc(S(=O)(=O)N2CCOCC2)ccc1OCC(=O)N1CCCC1	0.8	0	0	3	10	0	-0.1	91	-0.6	-8
COCCC(=O)N1CCC(Oc2ccc(C(=O)NCCc3cn[nH]c3)cc2)CC1	2.7	1	10	1	-4	-6	0.4	108	-0.4	11
N#Cc1ccsc1NC(=O)CN1CCOCC1	-1.9	7	5	-2	4	14	-0.1	97	-0.8	-1
Cc1c(NC(=O)Nc2ccc(Cl)cc2Cl)c(=O)n(-c2ccccc2)n1C	-1.4	2	-2	0	9	22	0.0	98	-0.9	2
CCOC(=O)c1ccc(NC(=O)Cn2nnc(-c3ccccc3C)n2)cc1	2.0	-26	-1	1	2	5	0.0	98	-2.3	-14
CN(CC(=O)Nc1ccc(Cl)c(C(F)(F)F)c1)C(=O)c1cnccn1	-1.2	-6	-8	4	2	-1	-0.1	98	-3.1	4
COc1ccc(CCNC(=O)CC2Nc3ccccc3NC2=O)cc1OC (stereo not drawn)	-0.3	1	2	3	8	0	-0.1	106	0.3	-7
O=S(=O)(c1ccc(NC(=S)NCCc2ccccc2)cc1)N1CCOCC1	-3.3	-8	-4	-2	0	10	-0.2	96	1.4	0
COc1ccc(OC)c(NC(=O)COC(=O)[C@H](Cc2ccccc2)NC(=O)c2ccco2)c1	1.3	-5	-6	1	-9	18	-0.2	98	2.9	1
COc1ccc(-n2c(COc3ccc(C)cc3)n[nH]c2=S)cc1	-2.9	-7	8	3	3	-7	0.1	113	0.6	-11
Cc1ccc(SCCC(=O)N/N=C/c2ccccc2O)cc1	-0.3	65*	-4	-1	-3	6	0.6	96	0.5	-1
CCN(CC(=O)Nc1ccc(NC(C)=O)cc1)C(=O)CCCSc1nc2ccccc2[nH]1	-0.6	1	0	1	0	0	-0.2	98	-0.2	17
COCCN(C(=O)Cc1cccs1)C(C(=O)NCc1ccc(OC)cc1)c1ccccc1 (stereo not drawn)	-2.7	4	3	0	-2	6	-0.2	102	1.1	3
O=C(NCCN1CCOCC1)c1cn(CCc2ccccc2)nn1	-1.0	-2	-8	1	-2	-2	-0.1	89	-1.2	2
COc1ccc(CC(=O)NNC(=O)c2ccco2)cc1OC	1.5	8	-4	0	-6	2	0.0	97	-0.5	2
Cn1cc(Cl)c(C(=O)Nc2cnn(Cc3ccc(F)cc3)c2)n1	-3.1	2	2	7	4	4	0.8	98	1.6	-3
CCOc1c(Cl)cc(C(=O)Nc2ccccc2C(=O)O)cc1Cl	-0.8	-11	2	-4	2	3	0.0	105	0.6	-2
COc1ccc(Cl)cc1NS(=O)(=O)c1cccc(C(=O)NCC2CCCO2)c1 (stereo not drawn)	-3.9	2	7	-1	-1	5	-0.1	98	0.0	-1
COc1ccc(NC(=O)c2ccc(NC(=O)CN3CCN(c4ccccc4O)CC3)cc2)cc1	-3.3	-2	-8	-2	-3	8	0.0	96	0.5	3
CN(CC(=O)Nc1ccc2c(c1)OCCO2)CC(=O)Nc1ccc(F)c(F)c1F	-1.3	5	-4	-1	-3	5	-0.2	98	3.0	-5
CC(=O)N1CC(C)Sc2ccc(S(=O)(=O)NCCc3ccc(C)cc3)cc21 (stereo not drawn)	-1.3	-13	-4	-2	4	2	0.9	93	0.2	0
COc1cccc2c3c(c(C)nc12)CC(C)O3 (stereo not drawn)	-1.2	0	1	8	0	6	-0.2	85	0.3	1
Fc1ccc(CSc2ncnc3c2ncn3C2CCCCO2)cc1 (stereo not drawn)	-0.1	0	10	-2	-2	7	0.2	94	0.2	1
O=C(NC1CC1)C1CCN(C2CCN(C(=O)/C=C/c3cccc(F)c3F)CC2)CC1	-1.2	5	2	3	-4	19	0.0	104	1.2	3
CCOc1cc(-c2cc(-c3ccccc3)nc(N)c2C#N)ccc1O	5.2	2	-4	37*	0	-3	0.1	99	0.2	0
CCOC(=O)c1cccc(NC(=O)CNC(=O)C2CCCCC2)c1	-0.5	0	-3	2	3	4	0.1	113	0.8	7
O=C(O)C1CCCCC1C(=O)NCc1cn2ccccc2n1 (stereo not drawn)	0.3	11	1	1	3	4	0.0	100	0.0	6
O=C(NC1CCN(Cc2ccccc2)CC1)c1cc(S(=O)(=O)N2CCOCC2)ccc1Cl	-0.6	-9	-1	-3	-5	-1	0.1	102	-3.9	-7
COc1ccc(-c2c(-c3ccccc3OC)oc3ccccc23)cc1F	0.6	-6	8	-3	-3	3	0.2	99	3.7	-11

Just aDG glyco act and ABCB6 inh 2 (four entries from above):
SMILES | aDG glyco act | ABCB6 inh 2
CN(CC(=O)Nc1ccc2c(c1)OCCO2)CC(=O)Nc1ccc(F)c(F)c1F | -0.2 | 98
CCOC(=O)c1cccc(NC(=O)CNC(=O)C2CCCCC2)c1 | 0.1 | 113
COc1ccc(CC(=O)NNC(=O)c2ccco2)cc1OC | 0.0 | 97
COc1ccc(NC(=O)c2ccc(NC(=O)CN3CCN(c4ccccc4O)CC3)cc2)cc1 | 0.0 | 96

Later entries:
SMILES	MC4R barr agon	H9c2 protect	HTR2A ag	N-glyco inh	Granule exo inh	MC4R antag cAMP	aDG glyco act	ABCB6 inh 2	hiPSC survival	ABHD5-PLIN5 inh
CN=C(Nc1ccc2c(c1)OCO2)SC1CC(=O)N(c2ccccc2)C1=O (stereo not drawn)	0.2	1	1	3	2	-4	0.0	96	9.4	5
CC(=O)OC(C(=O)NCc1ccco1)c1ccncc1 (stereo not drawn)	0.6	6	2	2	1	9	0.2	114	-2.1	8
COc1ccc(C)cc1NC(=O)C(Sc1nnc(-c2ccncc2)n1-c1ccc(Cl)cc1)c1ccccc1 (stereo not drawn)	-2.8	2	3	1	1	19	0.0	100	-2.6	17
Oc1ccc(N2CCN(C(c3cccs3)c3nnnn3CCc3ccccc3)CC2)cc1 (stereo not drawn)	0.4	16	-8	-4	1	-1	-0.1	84	-1.1	4
CCN1CCN(Cc2coc3ccc(C)cc3c2=O)CC1	-2.3	4	-9	-1	-2	13	0.0	106	-0.1	-4
Oc1ccccc1CNCc1ccccc1	-1.8	-8	-1	-8	-2	-3	0.0	98	0.5	4
Cc1cccc(OCc2nnc(SCC(=O)N(C)C3CCCCC3)o2)c1	1.4	-9	0	0	-1	8	0.3	96	-0.3	-7
COc1cccc(OC)c1C(=O)Nc1c(C(=O)N2CCN(C)CC2)oc2ccccc12	-2.5	-1	-8	3	0	-1	-0.8	108	0.5	2
O=C(O)c1ccc(Cn2cnc3c(=S)nc[nH]c32)cc1	-1.1	3	-5	1	1	-4	0.6	97	-0.5	-2
COC(=O)c1ccc(COc2ncnc3ccccc23)o1	1.0	5	-15	1	-15	20	0.1	101	-0.5	3
COc1cc2c(c(O)c1OC)C(=O)C(OC)CCC2 (stereo not drawn)	-1.9	4	3	1	-1	-2	0.0	99	8.9	2
Cc1ccc(CNC(=O)C2CCCN(c3nc(C)cc(C)n3)C2)cc1 (stereo not drawn)	-2.4	1	-1	1	-5	1	-0.3	96	-1.0	-2
C[C@H](c1ccccc1)N1C[C@H](COCc2ccccc2)Oc2cc(N3CCC[C@H]3CO)ccc2S1(=O)=O	.	.	-1	.	-2	.	0.0	96	-0.8	-3
Nc1ccc2c(c1)C(=Cc1cccnc1)c1ccccc1-2	-0.3	0	9	0	5	3	0.1	96	8.5	5
CCCCn1c(=NC(=O)c2ccc3c(c2)OCO3)c(C#N)cc2c(=O)n3cccc(C)c3nc21	2.2	22	2	2	6	15	0.7	82	1.4	6
CCCCn1c(N)c(N(CC(C)C)C(=O)COC(=O)Cc2c(C)nc3ccccc3c2C)c(=O)[nH]c1=O	-1.3	-2	-5	2	-1	4	0.0	90	-0.3	-7

Compound activity from PubChem.
